ROMK mod: ROMK potassium channel modulators, primary screen, cell-based, thallium flux, MLSMR library; Tet-inducible ROMK, thallium flux fluorescence; actives lie on both sides; B-score at 10 µM; hit rate 2% among 130,000;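 active = signal ratio slope over the read window, or its plate-corrected B-score, at least 3 SD from the plate mean, either direction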;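 also: B-score of the F/F0 ratio slope over 7 to 12 s after thallium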
Target sequence (P48048 whole entry, looked up): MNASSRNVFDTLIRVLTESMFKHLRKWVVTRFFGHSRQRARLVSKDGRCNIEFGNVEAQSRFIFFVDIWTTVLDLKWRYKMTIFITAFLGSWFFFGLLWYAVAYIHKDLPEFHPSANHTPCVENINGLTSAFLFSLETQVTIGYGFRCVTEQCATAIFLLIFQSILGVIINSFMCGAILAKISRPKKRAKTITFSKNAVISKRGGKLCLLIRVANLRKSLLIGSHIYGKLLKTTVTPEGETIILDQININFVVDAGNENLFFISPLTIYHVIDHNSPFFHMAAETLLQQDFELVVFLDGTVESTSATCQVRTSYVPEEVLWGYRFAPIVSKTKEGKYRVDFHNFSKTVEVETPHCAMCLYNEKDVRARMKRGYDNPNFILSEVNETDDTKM
S1P3 antag: S1P3 receptor antagonists, primary screen, cell-based. Sphingosine 1-phosphate receptor 3 (Homo sapiens), Q99500. CHO S1P3 NFAT-BLA reporter, FRET fluorescence, antagonist mode. inhibition, % at 4.98 µM. hit rate 0.27% among 170,000. AID 485, 2006;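 active = inhibition above the plate cutoff, the mean inhibition of test wells on that plate plus 3 SD, cut at about 28% in these data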;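 also: cells challenged with S1P at its EC80 of 0.8 µM; blue over green emission ratio from cleaved BLA substrate after 4 h stimulation; 0% = S1P-stimulated wells and 100% = unstimulated DMSO-only wells; some compounds past the cut are filed as inactive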
PPARg SRC-3 ag: PPARgamma agonists recruiting SRC-3 coactivator, primary screen, biochemical. Peroxisome proliferator-activated receptor gamma (Homo sapiens), P37231. hit rate 0.26% among 200,000. AID 731, 2007. activation, % at 8 µM. biochemical PPARgamma/SRC-3 coactivator recruitment assay; in the data active = activation above about 23%;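 also: 0% = DMSO and 100% = reference agonist; some compounds past the cut are filed as inactive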
Target sequence (P37231 whole entry, looked up): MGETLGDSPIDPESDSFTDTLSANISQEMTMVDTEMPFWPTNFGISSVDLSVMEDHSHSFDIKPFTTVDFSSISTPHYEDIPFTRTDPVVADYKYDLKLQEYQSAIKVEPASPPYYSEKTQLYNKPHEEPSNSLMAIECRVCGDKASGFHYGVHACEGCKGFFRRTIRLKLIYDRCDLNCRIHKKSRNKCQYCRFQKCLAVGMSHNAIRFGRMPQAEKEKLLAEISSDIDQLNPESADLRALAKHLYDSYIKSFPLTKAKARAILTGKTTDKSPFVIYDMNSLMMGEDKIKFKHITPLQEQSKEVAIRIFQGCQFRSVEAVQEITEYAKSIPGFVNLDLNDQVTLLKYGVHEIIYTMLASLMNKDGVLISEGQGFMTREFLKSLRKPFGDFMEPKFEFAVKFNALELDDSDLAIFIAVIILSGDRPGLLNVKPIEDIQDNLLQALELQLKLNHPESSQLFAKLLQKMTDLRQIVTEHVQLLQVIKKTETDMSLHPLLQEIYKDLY
G6PDH CS: L. mesenteroides G6PDH inhibitors, counter-screen for G6PDH-coupled screening assays, biochemical, Leuconostoc mesenteroides enzyme. inhibition, % at 5 µM. glucose-6-phosphate dehydrogenase [Leuconostoc mesenteroides]. hit rate 0.12% among 200,000. Purified L. mesenteroides G6PDH, diaphorase/resazurin coupled fluorescence, 45 min; in the data active = inhibition above about 50%
Diaph act CS: compounds boosting diaphorase resazurin reduction – biochemical, uHTS, resorufin fluorescence, counter-screen for diaphorase-coupled primary assays, primary screen. hit rate 0.005% among 190,000. AID 1229, 2008. activation factor at 20 µM. Diaphorase/resazurin coupled assay, 16 min; stronger effect = higher value; 1 = vehicle wells, 0 = NADH-free wells;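 active = diaphorase activity raised at least twofold by the compound at 20 µM; inactive = activation factor below 2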
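Material: Purified diaphorase enzyme from Clostridium kluyveri | Buffer or medium: 50 mM HEPES pH 7.4 with 4.542 mM MgCl2, 0.005% Tween 20 | Times: 16 min enzyme reaction, ambient temperature | Signal: Red resorufin fluorescence at 544/590 nm excitation/emission | Measure: Increased resorufin signal from activators or reducing compounds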
PMI activator: activators of human PMI, primary screen, biochemical, fluorescence intensity, near-Km mannose 6-phosphate | Mannose-6-phosphate isomerase (Homo sapiens), P34949 | purified human PMI, coupled resazurin fluorescence, 20 min; stronger effect = higher value; 1 = vehicle control, 0 substrate-free wells | activation factor at 20 µM | hit rate 0.005% among 190,000 | AID 1214, 2008;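 active = activation factor of 2 or more at 20 µM, relative to plate controls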
SRC2 TRFRET art: TR-FRET signal artefacts, primary screen, artefact control for PPARgamma SRC-2 agonist project, biochemical | hit rate 0.4% among 200,000 | TR-FRET ratio at 8 µM | AID 1049, 2008 | TR-FRET artefact counter-screen; stronger effect = higher value; in the data active = TR-FRET ratio above about 2000; also: inactives centre near 1500
PPARg SRC1 recr: PPARgamma agonists recruiting SRC-1 coactivator, primary screen, biochemical; hit rate 0.41% among 200,000; PPARgamma-SRC-1 coactivator recruitment biochemical assay; Peroxisome proliferator-activated receptor gamma (Homo sapiens), P37231; activation, % at 8 µM; AID 631, 2007; in the data active = activation above about 19%;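 also: 0% = DMSO and 100% = reference agonist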
Diaphorase inh: diaphorase inhibitors and chemical oxidizers, primary screen, counter-screen for diaphorase-coupled primary assays, biochemical, uHTS, resorufin fluorescence; diaphorase resazurin-to-resorufin fluorescence, NADH, 16 min; bacterial (C. kluyveri) enzyme, not human; inhibition, % at 20 µM; hit rate 0.69% among 190,000;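 active = primary screen inhibition at 20 µM above a set limit, cut at about 50% in these data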;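 also: plate controls were DMSO with full reaction for no effect and wells lacking NADH for full effect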
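Test system: diaphorase enzyme from Clostridium kluyveri; amount: diaphorase at 0.14 U/mL in enzyme working solution; detection: fluorescence of resorufin formed from resazurin, Ex 544/Em 590 nm; times: reaction incubation of 16 min at room temperature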
PPARg SRC-2 ag: agonists of PPARg-SRC-2 recruitment, primary screen, biochemical, HTS | hit rate 0.34% among 200,000 | Peroxisome proliferator-activated receptor gamma (Homo sapiens), P37231 | PPARgamma LBD-SRC-2 recruitment | activation, % at 8 µM; in the data active = activation above about 22%;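 also: 0% = vehicle and 100% = reference agonist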
PMI act hi M6P: human PMI activators, high substrate, primary screen, biochemical, fluorescence intensity, near-saturating mannose 6-phosphate | hit rate 0.34% among 190,000 | coupled PMI enzyme assay, resazurin fluorescence, 20 min; stronger effect = higher value; 1 = untreated enzyme, 0 = substrate-free blank | Mannose-6-phosphate isomerase (Homo sapiens), P34949 | activation factor at 20 µM;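 active = activation factor of 2 or more at 20 µM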
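Test system: human PMI in coupled enzyme assay; Input: PMI at 15 ng/mL final; Medium: HEPES buffer, pH 7.4; Schedule: 20 min incubation at room temperature; Technique: resorufin fluorescence at Ex 544/Em 590 nm; Compound: 20 µM single dose; Probe or stimulus: Near-saturating mannose-6-phosphate, 1.0 mM.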
Active calls of the source: *; / = not tested or not shown.

SMILES | ROMK mod | S1P3 antag | PPARg SRC-3 ag | G6PDH CS | Diaph act CS | PMI activator | SRC2 TRFRET art | PPARg SRC1 recr | Diaphorase inh | PPARg SRC-2 ag | PMI act hi M6P
Cc1cc(C)nc(NC(=O)CCCC(=O)O)c1 | / | -27 | -1 | -1 | 0.9 | 1 | 1390 | -7 | 13 | -11 | 1
COc1ccc(NC(=O)c2cccnc2)c(OC)c1 | 0.43 | 1 | -15 | 9 | 0.8 | 1 | 1509 | 0 | 16 | -7 | 0.9
COC(=O)c1ccccc1NC(=S)NC(=O)CC(C)C | 0.24 | / | -5 | 3 | 0.8 | 1 | 1421 | -14 | 16 | -5 | 1
S=c1[nH]nc(-c2ccco2)n1/N=C/c1ccc(Br)s1 | / | / | 3 | 9 | 0.6 | 0.9 | 1468 | -1 | 42 | 3 | 1
C(=N\N=C\c1cccs1)/c1cccs1 | 2.1 | -6 | 2 | 1 | 1 | 1 | 1516 | 13 | 0 | -3 | 1
COc1cccc(C2c3c(oc4ccc(F)cc4c3=O)C(=O)N2CCCN2CCOCC2)c1 (stereo not given) | / | -6 | 1 | -11 | 1 | 1 | 1458 | 4 | 4 | 0 | 1
c1ccc(C[n+]2csc3ccccc32)cc1 | / | / | 7 | 2 | 0.8 | 1.1 | 1472 | 8 | 20 | 0 | 1.7
CCCCc1ccc(NC(=O)COCC)cc1 | 0.74 | / | -4 | 2 | 0.8 | 0.8 | 1283 | -3 | 16 | 0 | 0.9
CN(C)S(=O)(=O)c1ccc(N2CCCC2)c(C(=O)Nc2nc(-c3cc(F)ccc3F)cs2)c1 | / | 6 | 5 | 4 | 0.9 | 1.1 | 1654 | -5 | 6 | 6 | 1
O=C(Cn1ncc(N2CCCC2)c(Br)c1=O)c1ccc(Cl)cc1 | -0.34 | 10 | 3 | 4 | 0.9 | 1 | 1575 | 12 | 10 | 3 | 1
O=C(Cc1cccs1)NNC(=S)NC(=O)c1ccco1 | 0.32 | -14 | 4 | 8 | 0.8 | 0.9 | 1774 | -4 | 20 | 5 | 1.1
COCCCNC(=O)c1sc2ncnc(N3CCc4ccccc4C3)c2c1C | / | / | 1 | 6 | 0.8 | 1.1 | 1564 | -2 | 21 | 4 | 1.1
Cc1ccc(C(=O)/C=C2\NCC(C)NC2=O)cc1 (stereo not given) | / | / | 7 | 2 | 0.9 | 1 | 1687 | 10 | 12 | 7 | 1
Brc1ccccc1Cn1c(-c2cscn2)nc2ccccc21 | / | / | -6 | 1 | 0.8 | 1 | 1641 | 4 | 23 | -2 | 1
N#C/C(=C(\O)c1ccco1)c1ccccn1 | 1.3 | -20 | -5 | 11 | 0.9 | 0.9 | 1675 | 1 | 12 | -2 | 0.9
O=C(CSc1ccccc1C(=O)O)NCC1CCCCC1 | -1.2 | -9 | 4 | 10 | 1.1 | 1.1 | 1480 | -8 | -6 | 2 | 1.1
O=C(CSc1nnc(CNC(=O)C23CC4CC(CC(C4)C2)C3)n1-c1ccc(F)cc1)Nc1ccccc1 | / | -9 | -3 | -1 | 0.9 | 0.9 | 1460 | 2 | 8 | 3 | 0.9
CC(=O)Nc1cc2nn(-c3ccccc3)nc2cc1Cl | / | / | 14 | 8 | 0.9 | 1 | 1472 | 4 | 8 | 11 | 1
O=S1CCCSC1c1cccnc1 (stereo not given) | 0.057 | / | 3 | -7 | 0.8 | 0.9 | 1517 | -5 | 17 | 4 | 0.9
Cc1ccc(S(=O)(=O)CC(=O)c2cc(C)c(O)c(C)c2)cc1 | -0.27 | -13 | 3 | 17 | 0.6 | 0.8 | 1524 | -3 | 38 | -3 | 0.8
O=C(Nc1ccccc1Cc1ccccc1)c1ccc2c(c1)SC1=NS(=O)(=O)CCN12 | 0.74 | -5 | 3 | 14 | 0.9 | 0.9 | 1602 | 6 | 10 | 3 | 0.9
O=C(NCC1OCCc2ccccc21)c1cc(COc2ccc(F)cc2Cl)on1 (stereo not given) | 1.1 | -16 | 4 | 15 | 0.8 | 0.9 | 1413 | 11 | 18 | -1 | 0.9
CCOc1cc(C=O)ccc1OS(=O)(=O)c1ccc(NC(C)=O)cc1 | 0.44 | -5 | -1 | -7 | 0.9 | 0.9 | 1548 | -1 | 9 | 3 | 1
Cn1c(=O)n(C)c2cc(NC(=O)CSc3nnc(-c4ccccc4O)n3-c3ccccc3)ccc21 | 1.1 | -18 | -1 | -66 | 0.9 | 1 | 1658 | -2 | 15 | 4 | 1.1
O=S(=O)(Nc1cccc(S(=O)(=O)N2CCCCCC2)c1)c1ccccc1 | -1.2 | 2 | 2 | 10 | 1 | 1 | 1568 | 3 | 2 | -5 | 0.9
COc1ccc(OCCCCOc2ccccc2Cl)cc1 | / | / | -4 | 6 | 0.9 | 1 | 1483 | -5 | 7 | 4 | 1
CCC(=O)Nc1cccc(NC(=O)CSc2nnnn2C)c1 | 1.7 | 2 | 11 | 8 | 1 | 1.2 | 1384 | 0 | -3 | 6 | 1.1
CCC(NC(=O)c1ccccc1O)c1ccccc1 (stereo not given) | -1.4 | -7 | -4 | 10 | 0.9 | 1 | 1464 | 0 | 8 | -3 | 1
N#CC(C#N)=Cc1cccn1-c1ccc(C(=O)O)cc1 | 0.05 | 7 | -1 | -3 | 0.9 | 1.1 | 1532 | 8 | 9 | -2 | 1.1
Cc1ccc(Cl)cc1N1CCN(S(=O)(=O)c2c(C)[nH]c(=O)[nH]c2=O)CC1 | / | -11 | 3 | 6 | 0.8 | 0.9 | 1512 | -4 | 17 | 9 | 1
Cc1ccc(S(=O)(=O)N/N=C/c2c(C)nn(-c3ccccc3)c2C)cc1 | 1.1 | / | 2 | 1 | 0.9 | 0.9 | 1774 | 3 | 14 | 10 | 0.9
CC(C)C[C@H](NC(=O)c1[nH]cnc1C(=O)N[C@@H](C)c1ccccc1)C(=O)OC(C)(C)C | / | 9 | -2 | 13 | 0.8 | 0.8 | 1547 | -2 | 16 | -3 | 0.9
Cn1nc(CC(=O)Nc2ccc3c(c2)CCC3)c2ccccc2c1=O | -1.1 | 31 | 3 | -2 | 0.9 | 1 | 1449 | 5 | 11 | 7 | 1
CSc1nnc(NC(=O)C2CCCCC2)s1 | / | -8 | 5 | -18 | 0.9 | 0.9 | 1537 | 4 | 6 | 5 | 0.9
CC(OC(=O)c1ccc(S(=O)(=O)NCc2ccco2)cc1)C(=O)Nc1ccc(Cl)cn1 (stereo not given) | 0.018 | -8 | 1 | 8 | 0.9 | 1 | 1563 | -1 | 12 | -5 | 0.9
CC(=O)c1nn(-c2ccc(Br)cc2)cc1C(=O)c1ccco1 | 0.14 | / | 1 | 7 | 0.9 | 1 | 1506 | -4 | 6 | 7 | 1
O=C(/C=C/c1ccc(Br)o1)Nc1nccs1 | -0.49 | -5 | 4 | 3 | 0.9 | 1.6 | 1725 | 5 | 8 | 5 | 2*
CC[C@H](C)NC(=O)CCCCCn1c(=S)[nH]c2c([nH]c3ccc(OC)cc32)c1=O | 0.0075 | -11 | 5 | 0 | 0.8 | 1 | 1776 | 10 | 18 | 2 | 1.1
O=C(CCCOc1ccc(Cl)cc1)Nc1cccc(C(=O)O)c1 | / | -12 | -1 | 15 | 0.9 | 0.9 | 1572 | -1 | 15 | 1 | 1
CCOC(=O)c1sc2nccc(N(C)C)c2c1N=CNOCc1ccccc1 | -1.1 | / | -2 | 6 | 0.8 | 0.9 | 1573 | 10 | 20 | 9 | 1
COc1ccc(/C(N)=N/OC(=O)c2cccc([N+](=O)[O-])c2C)cc1 | 0.42 | 12 | -1 | 6 | 0.9 | 1.4 | 1765 | 0 | 12 | 5 | 1.3
Cc1ccc(N(CN2C(=O)c3ccccc3C2=O)C(=O)c2ccc([N+](=O)[O-])cc2[N+](=O)[O-])cc1 | -1.3 | -6 | 4 | 6 | 0.9 | 0.9 | 1579 | 14 | 12 | -1 | 0.9
C=CCOC(=O)C1=C[C@@H](c2ccccc2)[C@H](CCCO)[C@@H](OCC)O1 | / | -16 | 2 | 8 | 0.8 | 0.8 | 1600 | 9 | 24 | 6 | 0.8
Cc1ccc(S(=O)(=O)N(C)CCCC(=O)NC(C)(C)CO)cc1 | -0.022 | -5 | 4 | 0 | 0.9 | 0.9 | 1319 | 0 | 15 | 6 | 1
O=C(NC(=S)Nc1ccc(NC(=O)c2cccs2)cc1)c1ccco1 | / | -1 | 2 | -18 | 0.8 | 0.8 | 1640 | 5 | 21 | -4 | 1
O=C(Cn1c(=O)[nH]n(-c2ccccc2)c1=O)N1CCCc2ccccc21 | / | -23 | 1 | 9 | 0.9 | 1 | 1605 | 4 | 10 | -3 | 1.2
CCOC(=O)c1c(NC(=O)CSc2nc3ccccc3s2)sc(C)c1C | -0.43 | / | 15 | 5 | 0.8 | 0.9 | 1585 | 7 | 16 | 2 | 0.9

Four entries from above, as a markdown table:
| SMILES | ROMK mod | S1P3 antag | PPARg SRC-3 ag | G6PDH CS | Diaph act CS | PMI activator | SRC2 TRFRET art | PPARg SRC1 recr | Diaphorase inh | PPARg SRC-2 ag | PMI act hi M6P |
| --- | --- | --- | --- | --- | --- | --- | --- | --- | --- | --- | --- |
| Cc1ccc(S(=O)(=O)N(C)CCCC(=O)NC(C)(C)CO)cc1 | -0.022 | -5 | 4 | 0 | 0.9 | 0.9 | 1319 | 0 | 15 | 6 | 1 |
| O=C(NC(=S)Nc1ccc(NC(=O)c2cccs2)cc1)c1ccco1 | / | -1 | 2 | -18 | 0.8 | 0.8 | 1640 | 5 | 21 | -4 | 1 |
| O=C(Cn1c(=O)[nH]n(-c2ccccc2)c1=O)N1CCCc2ccccc21 | / | -23 | 1 | 9 | 0.9 | 1 | 1605 | 4 | 10 | -3 | 1.2 |
| CCOC(=O)c1c(NC(=O)CSc2nc3ccccc3s2)sc(C)c1C | -0.43 | / | 15 | 5 | 0.8 | 0.9 | 1585 | 7 | 16 | 2 | 0.9 |
